pPAFAH FP inh: inhibitors of human plasma PAF acetylhydrolase (pPAFAH) | Q13093 | recombinant pPAFAH, FP-rhodamine probe fluorescence polarization | inhibition, % at 3.39 µM | 1.5% of 330,000 active | AID 463082;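 active means inhibition above the mean inhibition across the screen plus 3 SD, cut at about 25% in these data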;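 further: inhibitors block binding of the rhodamine activity-based probe so polarization drops; 0% = enzyme with DMSO and 100% = wells lacking pPAFAH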
GSTO1 inh: blocks human GSTO1 in RBBP9 counter-screen. 1.1% of 300,000 active. AID 1974. P78417. inhibition, % at 5.96 µM. recombinant GSTO1, activity-based probe fluorescence polarization;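 active means inhibition above the campaign mean inhibition plus 3 SD, cut at about 35% in these data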;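 further: 0% = GSTO1-1 with DMSO and 100% = wells lacking GSTO1-1 enzyme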
LYPLA2 counter: LYPLA2 (human) inhibition in PME1 counter-screen; O95372; recombinant LYPLA2, FP-Rh probe fluorescence polarization; inhibition, % at 5.9 µM; 0.38% of 320,000 active; AID 2177;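 active means inhibition above the screen-wide mean plus 3 SD, limit set per campaign, cut at about 26% in these data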;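 further: 0% = LYPLA2 with DMSO and 100% = wells lacking LYPLA2 enzyme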
Target sequence (O95372 whole entry, looked up): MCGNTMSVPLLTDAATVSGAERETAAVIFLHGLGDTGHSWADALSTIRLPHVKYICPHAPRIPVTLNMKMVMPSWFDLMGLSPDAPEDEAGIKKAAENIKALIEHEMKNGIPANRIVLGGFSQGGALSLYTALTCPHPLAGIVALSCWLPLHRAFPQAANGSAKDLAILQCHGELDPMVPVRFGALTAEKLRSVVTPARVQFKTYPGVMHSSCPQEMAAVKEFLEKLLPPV
PAD4 FP inh: PAD4 (human) enzyme inhibition; recombinant PAD4, RCA probe fluorescence polarization; inhibition, % at 6.36 µM; 0.41% of 330,000 active; Q9UM07; AID 485272;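 active means percent inhibition above a cutoff equal to the mean of all tested compounds plus 3 SD, cut at about 15% in these data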;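 further: 0% = PAD4 with RCA probe and DMSO and 100% = probe without PAD4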
PAFAH2 inh: PAFAH2 (human) inhibition; Q99487; recombinant PAFAH2, FP-rhodamine activity probe, fluorescence polarization; inhibition, % at 3.39 µM; 0.99% of 340,000 active; AID 492956;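 active means inhibition above the mean over all tested compounds plus 3 SD, cut at about 30% in these data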;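 further: inhibitors block probe labeling of enzyme so polarization drops; 0% = enzyme with DMSO and 100% = wells lacking PAFAH2 protein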
PAFAH1B3 FP inh: PAFAH1B3 (human) inhibition; Q15102; recombinant PAFAH1B3, FP-rhodamine probe, fluorescence polarization; inhibition, % at 3.39 µM; 0.28% of 340,000 active; AID 492972;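 active means inhibition above the screen-wide average of all tested compounds plus 3 SD, cut at about 25% in these data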;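 further: 0% = enzyme with DMSO only and 100% = wells lacking PAFAH1B3 protein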
Target sequence (Q15102 whole entry, looked up): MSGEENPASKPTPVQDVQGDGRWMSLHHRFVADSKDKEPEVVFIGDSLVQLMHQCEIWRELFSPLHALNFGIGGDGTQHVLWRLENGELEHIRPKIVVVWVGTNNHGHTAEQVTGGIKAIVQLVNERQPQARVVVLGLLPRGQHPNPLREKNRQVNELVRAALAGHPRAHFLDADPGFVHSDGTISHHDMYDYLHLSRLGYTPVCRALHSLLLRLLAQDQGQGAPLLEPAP
LYPLA1 inh: counter-screen for PME1 inhibitors: inhibitors of human LYPLA1; recombinant LYPLA1, FP-Rh probe fluorescence polarization; 0.16% of 320,000 active; inhibition, % at 5.9 µM;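 active means inhibition above the mean of all tested compounds plus 3 SD, set per campaign, cut at about 14% in these data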;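 further: inhibitors block serine hydrolase probe labeling of LYPLA1 so polarization falls; 0% = enzyme with DMSO and 100% = wells lacking LYPLA1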
Target sequence (O75608 whole entry, looked up): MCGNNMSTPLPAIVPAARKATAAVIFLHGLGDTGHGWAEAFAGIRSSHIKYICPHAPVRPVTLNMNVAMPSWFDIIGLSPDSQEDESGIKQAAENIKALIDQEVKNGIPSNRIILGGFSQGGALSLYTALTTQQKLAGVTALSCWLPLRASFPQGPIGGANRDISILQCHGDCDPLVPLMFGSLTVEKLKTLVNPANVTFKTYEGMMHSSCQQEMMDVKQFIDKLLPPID
PAFAH1B2 FP inh: inhibitors of human PAFAH1B2. P68402. inhibition, % at 3.39 µM. recombinant PAFAH1B2, FP-rhodamine activity probe, fluorescence polarization. 1.2% of 340,000 active;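 active means inhibition above the mean of all tested compounds plus 3 SD, cut at about 24% in these data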;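 further: 0% = enzyme with DMSO and 100% = wells lacking PAFAH1B2; many of its hits are not listed in these tables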
Target sequence (P68402 whole entry, looked up): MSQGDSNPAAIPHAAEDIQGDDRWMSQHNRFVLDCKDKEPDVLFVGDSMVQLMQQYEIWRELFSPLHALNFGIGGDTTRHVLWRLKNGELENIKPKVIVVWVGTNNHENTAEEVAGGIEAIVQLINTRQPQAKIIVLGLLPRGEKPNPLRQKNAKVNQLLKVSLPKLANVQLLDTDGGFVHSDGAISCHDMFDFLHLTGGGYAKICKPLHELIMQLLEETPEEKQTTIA
PREPL inhibitor: inhibits the human prolyl oligopeptidase-like enzyme; inhibition, % at 5.96 µM; 0.68% of 320,000 active; AID 2751; recombinant PREPL, fluorescence polarization activity-based probe; in the data active means inhibition above about 43%;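 further: 0% = enzyme with DMSO and 100% = wells lacking enzyme; many of its hits are not listed in these tables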
* marks the source's active call; other numbers are inactive results; · = no result given. The list is partial (hit frequency here may not be typical).

SMILES	pPAFAH FP inh	GSTO1 inh	LYPLA2 counter	PAD4 FP inh	PAFAH2 inh	PAFAH1B3 FP inh	LYPLA1 inh	PAFAH1B2 FP inh	PREPL inhibitor
O=C(Cn1nnc(-c2ccccc2F)n1)N1CCCCC1	-3	10	2	0	-9	11	1	4	-1
CC(C)C(C(=O)NCC1CCCO1)N(Cc1cccs1)C(=O)CNS(=O)(=O)c1ccccc1 (centres undefined)	0	1	1	-6	26	1	0	7	7
COc1ccc(C)cc1NC(=O)CCN1CCCC1	3	-1	0	-2	-9	1	1	5	-4
COc1ccc(S(=O)(=O)N2CCCN(CC(=O)Nc3ccc4c(c3)OCO4)CC2)cc1	9	-1	9	-3	-2	3	4	0	-18
CN(CC(=O)Nc1cccc(F)c1)C(=O)CCNC(=O)c1ccc(Br)cc1	3	9	-2	-6	2	8	3	6	-1
CCC1=NN(C(=O)COc2ccccc2)C(O)(c2ccncc2)C1 (centres undefined)	3	-8	-4	3	8	5	0	-1	-7
CCCCC1=CC2=C(c3ccco3)C(=O)C(C)(OC(=O)c3ccc(OC)cc3)C(=O)C2=CN1CCCN(CC)CC (centres undefined)	0	-1	1	-5	5	13	-3	5	12
COc1ccc(C(=O)N[C@H](C(=O)NCCCSc2ccccc2)C(C)C)cc1	7	·	·	0	1	13	·	6	1
Cc1nc2ccccc2cc1C(=O)NCc1ccc(F)cc1	2	5	4	-5	-4	-2	3	7	4
CC(=O)Nc1ccc(S(=O)(=O)NC(CC(=O)O)c2ccc(C)cc2)cc1 (centres undefined)	0	-6	4	0	2	1	1	-2	1
O=C(CCCCC(=O)Nc1ccc(F)cc1)Nc1ccc(F)cc1	1	1	6	1	-4	3	-1	7	5
Cc1ccc(C(=O)N[C@H](C(=O)OCC(=O)NC2CCS(=O)(=O)C2)C(C)C)cc1 (some centres undefined)	2	2	0	-5	-3	0	-2	-4	2
CCC(C)[C@H](NS(=O)(=O)c1ccc(C)cc1)C(=O)N1CCC(C(=O)N2CCC(C(=O)OC)CC2)CC1 (some centres undefined)	-2	1	1	2	9	3	0	6	3
CN1CCN(C(=O)c2cnn3c(C(F)(F)F)cc(-c4ccc5c(c4)OCO5)nc23)CC1	2	4	7	0	-5	0	3	3	9
CCCNC(=O)c1csc2c1CCCCC2	1	2	7	-7	-5	4	2	-2	-4
NC1=NC(=O)C(Cc2ccc(F)cc2)S1 (centres undefined)	6	4	-4	2	0	13	4	-1	-3
NC(=O)c1ccc(CSc2nc3ccccc3s2)cc1	3	-2	14	-1	-8	10	-2	2	-15
CCN(CC)C(=N)/C(C#N)=N/Nc1ccccc1	7	5	4	-3	·	·	0	·	12
CCOC(=O)c1ccccc1OCc1cc(/C=N/NC(=O)c2ccncc2)ccc1OC	1	-15	-23	0	-3	-3	-22	1	-29
C/C(CCN1CCCCc2nc(C)c(C)cc21)=N\O[C@@H](C)CN1CCCCc2nc(C)c(C)cc21	7	-3	3	0	·	·	2	·	17
Cc1nn(C)c(C)c1S(=O)(=O)N1CCCC(C(=O)NC2CCCCC2)C1 (centres undefined)	3	-1	-1	1	-1	5	4	2	13
Cc1nc2ccccc2n1-c1nc(-c2ccco2)cc(C(F)(F)F)n1	-3	0	-4	-2	5	-2	-3	1	14
CSc1ncccc1C(=O)OCC(=O)c1[nH]c(C)c(C(C)=O)c1C	3	·	3	0	0	0	1	0	3
COc1ccc(/C(O)=C2/C(=O)C(=O)N(c3ccccn3)C2c2cccc(Cl)c2)cc1 (centres undefined)	7	8	-1	-4	9	9	-3	-2	-13
CC(=O)Nc1ccc(NC(=O)C(C)OC(=O)/C=C/c2cnc3ccccc3n2)cc1 (centres undefined)	3	5	1	4	-3	1	-1	6	1

The list goes on; the last two above are carried over.
SMILES	pPAFAH FP inh	GSTO1 inh	LYPLA2 counter	PAD4 FP inh	PAFAH2 inh	PAFAH1B3 FP inh	LYPLA1 inh	PAFAH1B2 FP inh	PREPL inhibitor
COc1ccc(/C(O)=C2/C(=O)C(=O)N(c3ccccn3)C2c2cccc(Cl)c2)cc1 (centres undefined)	7	8	-1	-4	9	9	-3	-2	-13
CC(=O)Nc1ccc(NC(=O)C(C)OC(=O)/C=C/c2cnc3ccccc3n2)cc1 (centres undefined)	3	5	1	4	-3	1	-1	6	1
CCn1cc(CN2CCC(n3nccc3NC(=O)c3ccc4c(c3)OCO4)CC2)c(C)n1	3	4	11	-1	1	-2	1	4	6
CCc1cc(=O)oc2cc(O[C@@H]3O[C@H](CO)[C@@H](O)[C@H](O)[C@H]3O)c(Cl)cc12	0	-3	2	-3	-6	0	4	-4	6
Cc1cccc(C(=O)OCCN2CCOCC2)c1	0	6	-4	-4	-11	5	0	-2	7
COc1cc(/C=N/NC(=O)c2cc(-c3cccc(OC(C)C)c3)nc3ccccc23)ccc1O	13	1	-19	-1	-2	9	-15	0	17
CCOCCCn1c(=S)[nH]c2cc(C(=O)NCC(OC)OC)ccc2c1=O	-2	13	-5	1	4	-3	-4	-3	0
O=C(NCC(=O)N1CCN(C/C=C/c2ccccc2)CC1)c1ccc(OC(F)F)cc1	0	·	35*	0	0	2	1	3	23
Cc1ccc(CSc2nnc(NC(=O)Cn3cnc4ccccc4c3=O)s2)cc1	21	-12	1	2	-11	1	1	18	2
CCCCN(CC)Cc1ccc(CNC(=O)Nc2ccc(OC)cc2OC)o1	8	5	5	-4	5	5	2	-3	22
O=C(c1cccnc1)N1CCN(Cc2ccc3c(c2)OCO3)CC1	1	0	6	0	6	3	-1	-2	0
CCOc1ccc2nc(Cl)c(C3CC(c4ccccc4)=NN3C(=O)c3cccs3)cc2c1 (centres undefined)	-2	6	1	2	-6	6	-2	-2	-2
CC(=O)N/C(=C\c1ccccc1)C(=O)Nc1ccc(O)cc1	3	4	5	-6	4	0	0	-2	1
O=C(NCCC1CCCCN1S(=O)(=O)c1cccs1)C(=O)Nc1ccc(F)cc1F (centres undefined)	-1	2	-4	4	-4	13	1	3	9
CCN(CC)c1ccc(C=Nc2ccc(C)cc2)c(O)c1	8	2	-1	1	7	3	0	2	6
COc1ccc(C(=O)NNC(=O)C(NC(=O)c2ccccc2NC(=O)c2ccco2)C(C)C)cc1 (centres undefined)	3	-5	-8	-5	-4	1	-2	-5	4
CCC1(c2ccccc2)NC(=O)N(CC(=O)NCCN2C(=O)S/C(=C\c3cccnc3)C2=O)C1=O (centres undefined)	3	-2	1	0	-4	6	1	0	3
Cc1ccc(/C=C(/C#N)C(=O)NC(C)c2ccccc2)o1 (centres undefined)	-1	-5	0	-7	2	-1	0	5	-6
CCOC(=O)c1cnc(-n2nc(C)cc2C)nc1N(C)C	-1	3	14	1	-7	1	1	3	11
CCn1nnnc1SCC(=O)c1cc(Cl)ccc1OC	3	18	3	-3	-4	3	0	-3	4
Nc1cc(Cl)nc(N/N=C/c2c(O)ccc3ccccc23)n1	15	16	-3	-2	-4	8	3	6	43*
Cc1ccc(S(=O)(=O)NNC(=O)c2ccncc2)cc1[N+](=O)[O-]	2	4	7	0	2	3	3	6	16
Cc1ccc(NC(=O)CN2CCN(CCN=CC3=C(O)CC(c4ccc(C)cc4)CC3=O)CC2)cc1 (centres undefined)	-1	7	0	2	5	8	0	3	-54
Cc1ccccc1Nc1nc(N)nc(CN2CCN(Cc3ccc4c(c3)OCO4)CC2)n1	3	-3	-1	-6	0	4	0	7	2
Cc1ccc(C(=O)NC(=S)N2CCN(C)CC2)cc1	5	-1	-5	-3	-3	1	-2	2	1
CCOC(=O)c1[nH]c(COC(=O)CCOc2ccccc2OC)c(C(=O)OCC)c1C	13	2	-2	1	-2	9	1	8	3
CCCCn1c(-c2nn(C)cc2Cl)n[nH]c1=S	1	1	-1	3	1	-4	-1	1	1

Further results follow.
SMILES	pPAFAH FP inh	GSTO1 inh	LYPLA2 counter	PAD4 FP inh	PAFAH2 inh	PAFAH1B3 FP inh	LYPLA1 inh	PAFAH1B2 FP inh	PREPL inhibitor
Cc1ccccc1C(=O)c1c[nH]c(C(=O)NCC2CCCO2)c1 (centres undefined)	6	-4	0	-2	-1	6	0	3	13
CCOC(=O)C1CCN(S(=O)(=O)c2cccc(-c3cn4cc(C)ccc4n3)c2)CC1	3	6	17	-4	0	-4	3	2	1
c1ccc(Cc2nnc3sc(-c4cccs4)nn23)cc1	7	5	8	0	3	0	-3	5	2
COc1cc(C2NC(=S)NC(C)=C2C(=O)c2ccccc2)ccc1O (centres undefined)	5	-4	2	-3	-2	-4	1	3	4
CC(C)CC(=O)NC(=S)NCCc1ccccc1	2	20	-1	2	-8	0	-3	3	3
Cc1cc(SCC(=O)Nc2ncc(Cl)cc2Cl)nc2ccccc12	1	-2	-8	1	11	5	1	3	4
CC(O)CNC(=O)c1ccc(-c2nn(C)c(=O)c3ccccc23)cc1 (centres undefined)	3	6	9	-2	-2	-5	6	4	10
COC(=O)C1=C(C)NC(C)=C(C(=O)OC)C1C(=O)OCC(=O)c1ccc(Br)cc1	2	·	6	0	-6	5	-1	5	-2
O=C(Cc1ccc2c(c1)OCCO2)c1c(O)cc(O)cc1O	11	51*	6	-5	4	5	1	8	5
O=C(CCC1CCCN(C(=O)c2ccsc2)C1)NCc1ccc(F)c(F)c1 (centres undefined)	7	5	4	0	-5	0	6	-2	9
COc1ccc(/C(N)=N/OC(=O)C2CCC(=O)N2S(=O)(=O)c2ccc(C)cc2)cc1OC (centres undefined)	3	-1	3	3	-4	1	4	-3	-2
COc1ccc(CSc2nnnn2C)cc1[N+](=O)[O-]	6	2	-1	1	-17	-1	0	-6	4
O=C(Cc1ccc([N+](=O)[O-])cc1)Nc1ccon1	3	7	-5	0	-60	7	1	1	-4
Cc1cccc(NC(=O)CCc2nc3sc4c(c3c(=O)[nH]2)CCCC4)c1	1	3	-2	-1	3	8	-2	4	13
Cc1nn(-c2ccccc2)c(C)c1NS(=O)(=O)c1ccccc1	4	0	2	0	0	6	-3	1	-7
Cc1ccc(C(C)NC(=S)NCc2ccc(F)cc2)cc1C (centres undefined)	-1	7	0	-3	2	4	-2	5	-4
Cc1cc(C)n(C(=O)c2ccc(C)c(S(=O)(=O)N3CCCC3)c2)n1	2	7	-3	3	5	12	1	0	6
O=C(NCc1cccs1)Nc1ccc2c(c1)OCO2	0	14	1	0	7	2	0	11	-1
Cc1cc(C)cc(NC(=O)c2cccc(NC(=O)C3C4CC5OC(=O)C3C5C4)c2)c1 (centres undefined)	-30	-5	-1	2	6	-9	-4	-1	8
Cc1cc(OC(=O)c2cccc(F)c2)c([N+](=O)[O-])c(=O)[nH]1	1	5	4	-1	-3	1	6	4	3
N#Cc1c(NC(=O)Cn2nc(C(F)(F)F)c3c2CCCC3)sc2c1CCC2	1	-1	4	2	-3	0	4	1	-1
O=C(OCC(=O)N1CCN(C(=O)c2ccco2)CC1)c1cc(-c2ccco2)nc2ccccc12	31*	34	8	2	52*	3	7	5	5
COc1ccc(NC(=O)NCc2ccc3c(c2)OCO3)c(OC)c1	8	1	-6	-1	-3	-4	1	-3	3
CC(C)(C)Cc1nnc(NC(=O)Cc2ccc([N+](=O)[O-])cc2)s1	-1	-3	5	4	0	5	3	5	16
COc1ccccc1-c1nc(SCC(=O)N2CCOCC2)n[nH]1	3	7	-4	0	2	1	2	9	-3
COc1ccc(N(CC(=O)Nc2ccc(OC)c(Cl)c2)S(=O)(=O)c2c(C)noc2C)cc1	-1	-12	-8	3	-10	9	-12	-3	6
Cc1ccc(NC(=O)CNC(=O)c2ccccc2F)cc1Cl	0	-4	-13	4	4	4	-2	-5	4

Screening data deposited in PubChem BioAssay by The Scripps Research Institute Molecular Screening Center.
